Source: PubChem BioAssay
CAL PDZ FP-1: untagged CAL PDZ binding inhibitors, primary screen, biochemical, fluorescence polarization, HTS; Golgi-associated PDZ and coiled-coil motif-containing protein (Homo sapiens), Q9HD26; purified CAL PDZ, TMR-peptide fluorescence polarization, 1 h; inhibition, % at 24.9 µM; 0.92% of 300,000 active; AID 602252, 2012;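 active means mean inhibition of at least 30% with at least half of replicates also reaching 30%; inconclusive means no clear call, values can overlap the other calls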;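 further: 0% = DMSO neutral control and 100% = excess unlabeled competitor peptide PRC23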
PfHsp90 set2: growth inhibition of PfHsp90-expressing yeast, primary screen, antimalarial PfHsp90 inhibitor project, S. cerevisiae, BacTiter-Glo luminescence, single point, set 2. inhibition, % at 9.4 µM. 0.32% of 310,000 active. BacTiter-Glo ATP, 48 h; yeast lacking PDR1 and PDR3 efflux regulators;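 active means every replicate shows inhibition above about 80%, whatever the replicate mean, limit read from the data; inconclusive means mean inhibition reaches the set limit but some replicate falls short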;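 further: 0% = DMSO neutral controls and 100% = 20 µM radicicol positive controls; yeast relying on Plasmodium falciparum Hsp90 in place of its own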
CAL PDZ FP-2: CAL PDZ peptide-binding inhibitors, primary screen, biochemical, fluorescence polarization, Cer-tagged CAL PDZ, HTS; inhibition, % at 20 µM; purified CAL PDZ, TMR-peptide fluorescence polarization, 1 h; AID 504414, 2011; 0.02% of 330,000 active; Golgi-associated PDZ and coiled-coil motif-containing protein (Homo sapiens), Q9HD26;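 active means highest replicate inhibition of at least 40%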;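 further: plate controls were DMSO neutral control wells for no effect and unlabeled competitor peptide control wells for full effect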
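Material: tagged CAL PDZ protein CerCALP, purified; buffer or medium: sodium phosphate/NaCl buffer pH 7.4 with TCEP, IgG, Thesit; also added: fluorescent TMR peptide probe; schedule: 1 h incubation at room temperature before polarization reading; technique: fluorescence polarization from S- and P-plane intensities, G-factor corrected; control set: unlabelled peptide and DMSO controls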
NSD2 inh: NSD2 histone methyltransferase inhibitors, primary screen, biochemical, AlphaScreen, single concentration, set 2. 0.54% of 310,000 active. AID 743445, 2014. inhibition, % at 12.5 µM. Histone-lysine N-methyltransferase NSD2 (Homo sapiens), O96028. NSD2 peptide methylation, 120 min; in the data active means inhibition above about 50%
Target sequence (O96028 whole entry, looked up): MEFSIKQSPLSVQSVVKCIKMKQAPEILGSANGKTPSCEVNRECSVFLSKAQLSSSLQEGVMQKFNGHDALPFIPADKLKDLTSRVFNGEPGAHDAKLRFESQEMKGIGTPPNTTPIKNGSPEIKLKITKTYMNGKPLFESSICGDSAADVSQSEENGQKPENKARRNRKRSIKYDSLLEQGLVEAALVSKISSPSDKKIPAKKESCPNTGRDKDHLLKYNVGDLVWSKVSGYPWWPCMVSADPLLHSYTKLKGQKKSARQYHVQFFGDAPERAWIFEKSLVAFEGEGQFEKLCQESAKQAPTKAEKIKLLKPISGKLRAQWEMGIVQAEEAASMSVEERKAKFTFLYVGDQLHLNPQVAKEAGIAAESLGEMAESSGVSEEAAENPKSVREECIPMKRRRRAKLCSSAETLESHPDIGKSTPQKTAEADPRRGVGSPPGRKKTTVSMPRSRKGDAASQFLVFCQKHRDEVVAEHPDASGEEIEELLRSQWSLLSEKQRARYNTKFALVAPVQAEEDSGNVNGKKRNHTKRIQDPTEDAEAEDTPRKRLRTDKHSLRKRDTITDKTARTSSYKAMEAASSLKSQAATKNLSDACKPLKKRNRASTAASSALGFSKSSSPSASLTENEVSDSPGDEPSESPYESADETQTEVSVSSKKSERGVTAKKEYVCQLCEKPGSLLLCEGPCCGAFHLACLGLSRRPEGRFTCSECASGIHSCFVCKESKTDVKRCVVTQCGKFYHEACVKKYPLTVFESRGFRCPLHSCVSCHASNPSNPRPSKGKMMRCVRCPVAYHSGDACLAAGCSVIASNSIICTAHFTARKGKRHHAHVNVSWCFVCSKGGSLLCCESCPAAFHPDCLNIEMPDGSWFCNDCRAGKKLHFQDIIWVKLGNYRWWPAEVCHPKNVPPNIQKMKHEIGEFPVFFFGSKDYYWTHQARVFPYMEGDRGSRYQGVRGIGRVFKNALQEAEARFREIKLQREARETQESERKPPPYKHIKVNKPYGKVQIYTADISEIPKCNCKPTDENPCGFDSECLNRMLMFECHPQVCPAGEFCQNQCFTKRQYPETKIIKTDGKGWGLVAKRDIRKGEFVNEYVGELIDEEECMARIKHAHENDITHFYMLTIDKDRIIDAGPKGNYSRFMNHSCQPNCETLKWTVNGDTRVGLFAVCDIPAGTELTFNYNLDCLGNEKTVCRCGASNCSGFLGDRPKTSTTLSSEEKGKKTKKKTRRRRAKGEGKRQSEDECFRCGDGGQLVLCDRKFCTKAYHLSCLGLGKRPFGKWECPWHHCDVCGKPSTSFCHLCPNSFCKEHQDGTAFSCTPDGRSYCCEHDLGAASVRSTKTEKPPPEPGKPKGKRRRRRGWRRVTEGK
MITF TRPM1 HTS: activators of MITF-driven TRPM1 promoter reporter, primary screen, cell-based, SK-MEL-5, luciferase, single point; SK-MEL-5 TRPM1-promoter luciferase, 24 h; % of positive control, neutral wells = 0; activation, % at 12.5 µM; 0.75% of 300,000 active;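 active means mean activation of at least 80% with every replicate also reaching 80%; inconclusive means mean reaches 80% but some replicate falls short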;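 further: 0% = neutral control wells and 100% = parthenolide positive control wells; values of inactives mirror those of a sister screen read the other way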
PvdQ inh: P. aeruginosa PvdQ acylase inhibitors, primary screen, biochemical, fluorescence, plate reader and imaging, single point; PvdQ acylase [Pseudomonas aeruginosa LESB58]; purified PvdQ acylase; inhibition, % at 10 µM; 0.063% of 340,000 active; AID 488965, 2010; in the data active means inhibition above about 30%, passing the limit was not always enough; inconclusive means no clear call, values can overlap the other calls;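 further: 0% = vehicle neutral wells and 100% = reference inhibitor wells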
dFosB activator: activators of delta FosB homodimer, primary screen, biochemical, fluorescence polarization, TAMRA-CDK5 oligo, single point | activation, % at 25 µM | purified delta FosB; percent of positive-control signal above neutral wells | Protein FosB (Mus musculus), P13346 | 0.99% of 340,000 active;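 active means mean activation above about 17%, with every replicate also reaching it, limit read from the data, passing the limit was not always enough; inconclusive means only one of the two conditions met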;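 further: fluorescence polarization rise as delta FosB binds a TAMRA Cdk5 AP-1 oligo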
SR-BI DiI-HDL act: activators of SR-BI mediated DiI-HDL uptake, primary screen, ldlA[mSR-BI] CHO cells, DiI fluorescence; 3 h; 100 = double the neutral-control signal; activation, % at 12.5 µM; 0.096% of 320,000 active;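 active means mean replicate activation of at least 60% and every replicate at or above 60%; inconclusive means mean or all-replicate condition met, but not both; inactive means mean below 60% and not all replicates reaching 60%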;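 further: 0% = median plate neutral-control signal and 100% = twice that signal; values of inactives mirror those of a sister screen read the other way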
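Test system: SR-BI-overexpressing, LDLR-lacking CHO cells; Medium: Ham's F12 with 0.5% BSA, HEPES 25 mM, pH 7.4; Schedule: 3 h, 37 °C; Technique: bottom-read fluorescence, 550/595 nm.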
SR-BI DiI inh: inhibitors of SR-BI mediated HDL lipid uptake, primary screen, ldlA[mSR-BI] cells, fluorescence, single point. Scavenger receptor class B member 1 (Mus musculus), Q61009. inhibition, % at 12.5 µM. 0.96% of 320,000 active. ldlA[mSR-BI] CHO cells, DiI-HDL uptake fluorescence, 3 h;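 active means mean replicate inhibition of at least 70% and a set share of replicates each scoring 70 or more; inconclusive means meets just one of the two criteria; inactive means fails both criteria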;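 further: 0% = median of neutral control wells and 100% = median of positive control wells; values of inactives mirror those of a sister screen read the other way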
Rtt109 Vps75: inhibitors of C. albicans Rtt109/Vps75 HAT, primary screen, biochemical, ThioGlo CoA-SH fluorescence, plate reader; Histone acetyltransferase RTT109 (Candida albicans (strain SC5314 / ATCC MYA-2876)), …; purified Rtt109/Vps75, 4 h; inhibition, % at 34.9 µM; 0.16% of 330,000 active; AID 540336, 2011;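 active means inhibition of at least 50% in every replicate; inconclusive means best replicate reaches 50% inhibition but some replicates fall short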
* marks the source's active call; other numbers are inactive results; ? = inconclusive; nt = not tested or not shown.

compound	CAL PDZ FP-1	PfHsp90 set2	CAL PDZ FP-2	NSD2 inh	MITF TRPM1 HTS	PvdQ inh	dFosB activator	SR-BI DiI-HDL act	SR-BI DiI inh	Rtt109 Vps75
CC(C)N(C1=CC(=O)OC12CCCCC2)C(C)C	-2	-46	0.1	0	-2	-5	-5	14	-14	0
Cc1ccc([N+](=O)[O-])cc1S(=O)(=O)NCc1cccnc1	1	2	-2.7	0	-5	-4	-3	-8	8	-7
CCOc1ccc(-c2nnn(CC(=O)NCc3cccs3)n2)cc1	7	-19	-1.0	9	15	2	1	23	-23	4
O=C(CSc1nnc2ccccn12)N1CCc2ccccc2C1	4	3	0.0	1	35	-3	-3	17	-17	-8
O=C(C(=O)N1CCOCC1)c1cn(CC(=O)N2CCCCC2)c2ccccc12	-1	-3	-1.3	-2	-10	0	-3	40	-40	-7
Cc1csc(=O)n1CC(=O)OC(C)C(=O)Nc1ccc(N(C)C)cc1 (configuration not stated)	-2	2	-1.7	4	5	-13	-1	-7	7	1
COc1ccc(CN2CCN(CCCc3ccccc3)C(CCO)C2)cc1OC (configuration not stated)	-4	-5	nt	3	-4	-10	-4	18	-18	2
COc1ccc(-n2nc3c(c2NC(C)=O)CS(=O)(=O)C3)cc1	-7	15	-0.1	-1	-16	-3	4	10	-10	1
O=C(c1ccccc1F)N(Cc1cccs1)C1CCS(=O)(=O)C1 (configuration not stated)	-3	-4	-2.6	85*	-1	-6	-4	27	-27	-8
CC(=O)c1ccc(N2CCN(S(=O)(=O)c3ccc4c5c3CC(=O)N5CC(C)S4)CC2)cc1 (configuration not stated)	1	-28	-1.5	0	-19	-20	0	20	-20	1
CCCCC(=O)OCCNC(=O)c1cc2ccccc2oc1=O	-7	6	-3.6	-1	nt	11	-9	30	-30	7
CC(Sc1nc2cc([N+](=O)[O-])ccc2n1-c1cccc(C(F)(F)F)c1)C(=O)NC(N)=O (configuration not stated)	-3	-23	0.4	-3	-24	-17	2	-16	16	-7
O=C(NC1CCN(Cc2ccccc2)CC1)c1cn(-c2ccccc2)nc1-c1cccnc1	-9	7	-3.3	1	8	1	-14	-1	1	-7
CSc1ccc(CN2CCN(Cc3ccccc3)C(CCO)C2)cc1 (configuration not stated)	nt	7	-0.4	7	-2	-12	-6	8	-8	-6
O=c1c2cc(F)ccc2[nH]c(=S)n1Cc1ccc(F)cc1	nt	-32	0.5	0	-14	-12	7	-10	10	-7
COC(=O)C1=C(C)N(Cc2ccccc2)C(=NCc2cccc(Cl)c2)N[C@H]1c1ccccc1	-4	-7	-0.9	nt	-12	-11	4	33	-33	15
O=C(N/N=C/c1ccco1)c1cccc(N2CCCC2=O)c1	0	4	-2.0	0	18	-11	-8	-6	6	-3
CCCCN(C(=O)CSCc1c(C)noc1C)c1c(N)n(CCC)c(=O)[nH]c1=O	-3	-6	-2.0	-2	3	-7	4	15	-15	-3
COc1ccc(S(=O)(=O)N2CCN(Cc3cccc(F)c3)CC2)cc1	-9	-3	-0.1	-1	nt	-6	-1	-4	4	3
Cc1nn(C(C)CC(=O)O)c(C)c1Br (configuration not stated)	-2	6	-0.9	nt	-2	0	-4	-36	36	2

Other entries follow:
compound	CAL PDZ FP-1	PfHsp90 set2	CAL PDZ FP-2	NSD2 inh	MITF TRPM1 HTS	PvdQ inh	dFosB activator	SR-BI DiI-HDL act	SR-BI DiI inh	Rtt109 Vps75
CN(C)S(=O)(=O)c1cc(NC(=O)COC(=O)Cc2ccc(Cl)cc2Cl)ccc1Cl	-3	-2	-2.6	-1	4	-9	-11	2	-2	6
COc1ccc(NC(=O)CS(=O)(=O)c2cccc(Cl)c2)cc1	8	-34	0.5	-1	3	-3	0	12	-12	-4
CCOC(=O)c1[nH]c(C)c(C(=O)N2CCc3ccccc32)c1C	-1	17	-0.8	4	-57	6	3	-30	30	5
CCOC(=O)C1=CN(Cc2ccco2)S(=O)(=O)NC1CC (configuration not stated)	5	13	1.2	nt	-3	-2	-8	3	-3	-8
COc1ccc(S(=O)(=O)NCCSCc2ccccc2C)cc1Br	-1	-18	-1.3	1	9	2	-9	19	-19	6
CC(NC(=O)c1cn(C)c2ccc(S(=O)(=O)N3CCCC3)cc2c1=O)c1ccccc1 (configuration not stated)	-3	3	-0.9	-11	-2	-6	-8	2	-2	1
O=C(NC1CCN(Cc2ccc(Cl)c(Cl)c2)CC1)c1ccccc1	6	-6	-2.0	-1	-12	-13	-6	0	0	-2
COc1ccc(-c2nc(-c3ccc4c(c3)OCO4)[nH]c2-c2ccc(OC)cc2)cc1	-1	-20	1.0	-4	-21	-10	7	-105	105*	-3
O=c1oc(CCCO)cc2ccc(C#Cc3cccnc3)cc12	-2	-17	-4.1	nt	46	-15	-13	-3	3	14
CCOc1ccccc1NC(=O)Nc1ccc(CC#N)cc1	10	-2	-1.0	-4	nt	0	0	-52	52	-9
CCCn1c(N)c(N2CCCCC2)c(=O)n(CC(=O)Nc2ccc(C(C)=O)cc2)c1=O	nt	-1	0.0	3	-7	-1	-2	-6	6	9
CCOC(=O)c1[nH]c2ccc(OC)cc2c1NC(=S)N1CCN(c2cccc(C)c2C)CC1	-4	10	1.9	3	-22	17	-1	-73	73*	4
Cc1cccc(C)c1NC(=O)CSc1nnc(C)c(=O)[nH]1	-1	5	-1.5	1	2	4	-1	12	-12	4
COc1ccc(C2(CNC(=O)c3ccccc3)CCCC2)cc1OC	1	7	-0.2	-1	nt	-28	1	11	-11	-4
O=c1ccn([C@@H]2O[C@H](CNCc3ccc(-c4cc(C(F)(F)F)ccc4Cl)o3)[C@@H](O)[C@H]2O)c(=O)[nH]1	-3	3	-1.2	nt	-4	-12	-11	11	-11	1
CCOC(=O)N1CCN(C2CC(=O)N(c3ccc(Cl)c(Cl)c3)C2=O)CC1 (configuration not stated)	-4	24	-1.2	29	-1	-9	0	22	-22	-8
O=C(Cn1cnc2c(nnn2-c2ccc(F)cc2)c1=O)N1CCCc2ccccc21	0	0	-3.3	7	-2	-4	-4	-16	16	-3
CN(C)S(=O)(=O)c1ccc(N2CCCC2)c(C(=O)Nc2ccccc2OC(F)F)c1	-3	nt	-0.7	-3	-4	-13	3	5	-5	3
CCCn1c(=O)c(C(=O)Nc2ncccc2C)c(O)c2ccccc21	-3	-15	-2.3	-1	-11	-17	-14	12	-12	-2
COc1cc(C(=O)Oc2ccccc2/C=N/NC(=O)c2ccc(Cl)cc2)cc(OC)c1OC	0	16	-0.7	-2	3	-19	2	-117	117*	4

The results go on.
compound	CAL PDZ FP-1	PfHsp90 set2	CAL PDZ FP-2	NSD2 inh	MITF TRPM1 HTS	PvdQ inh	dFosB activator	SR-BI DiI-HDL act	SR-BI DiI inh	Rtt109 Vps75
CS(=O)(=O)c1ccc(N2CCN(S(=O)(=O)c3cccs3)CC2)c([N+](=O)[O-])c1	nt	-30	-0.2	nt	-1	-9	-9	-6	6	-7
CCOc1ccc(CCNC(=O)C2CCN(c3nn4c(=O)cc(C)nc4s3)CC2)cc1	-1	-23	-1.1	3	2	-15	-18	-38	38	5
CC1CCN(C(=O)C2CCC(CNS(=O)(=O)c3cccc4cccnc34)CC2)CC1 (configuration not stated)	-4	24	-0.2	nt	-4	-4	-9	-13	13	-16
N=C(N)SCc1cccc2ccccc12	-2	9	-2.7	-2	nt	-2	4	-21	21	11
CCOC(=O)CCS(=O)(=O)c1ccc(-c2ccc(S(=O)(=O)CCC(=O)OCC)cc2)cc1	-1	-8	-0.5	nt	3	-11	-8	32	-32	7
CCCC(=O)N1c2ccccc2C(N(C(C)=O)c2ccccc2)CC1C (configuration not stated)	-3	1	-1.3	-4	-3	15	-3	20	-20	?
c1ccc(CNc2ncnc3c2ncn3C2CCCCO2)cc1 (configuration not stated)	-1	nt	-2.3	-2	68	-15	-4	6	-6	0
CC(=O)/C(=C/Nc1ccc(Oc2ccccc2)cc1)c1ccccc1	-5	-11	-0.4	nt	1	-11	-3	3	-3	-1
CC(=O)c1cccc(NC(=O)C2=CC(c3ccco3)=NS(=O)(=O)N2C)c1	-4	-3	-0.8	1	9	1	1	-1	1	2
CCC(C)c1ccc(NC(=O)c2cccs2)cc1 (configuration not stated)	0	22	-0.4	nt	53	-3	-2	8	-8	0
Cc1ccc(-n2nnnc2Sc2nc([N+](=O)[O-])nn2C)c(C)c1	-2	-7	-1.2	4	-64	-9	-7	20	-20	1
CC(=O)Nc1ccccc1Oc1ccccc1	-1	5	-1.1	-3	2	-9	-5	30	-30	-5
COCP(=O)(c1ccccc1)c1ccccc1	1	-3	-2.3	-1	1	-1	1	-7	7	-1
O=CN1Cc2ccccc2-c2ccccc2C1	nt	2	0.6	26	nt	-11	-3	-33	33	-4
Cc1cccc(NC(=O)CN2C(=O)CSC2=O)c1	-2	0	-0.7	-1	-2	-16	5	16	-16	5
COc1ccc(S(=O)(=O)N/N=C\c2ccc3c(c2)OCO3)cc1	-7	nt	-0.7	0	5	-14	-7	14	-14	-9
CC(C)(C)NC(=O)NC(=O)CN1CCCCCCC1	nt	2	-0.9	-2	8	7	-10	-3	3	13
COc1ccc(/C=N/NC(=O)c2cc(C(C)(C)C)[nH]n2)cc1COc1ccc(F)cc1F	-1	nt	-2.4	nt	2	-4	-16	-11	11	11
Cc1ccc(C(=O)N[C@@H](Cc2ccccc2)C(=O)N2CCC3(CC2)NCCc2[nH]cnc23)cc1C	-2	21	-1.6	4	7	-12	-4	-19	19	11
O=C(C1CCCN(S(=O)(=O)c2ccc([N+](=O)[O-])cc2)C1)N1CCCCC1 (configuration not stated)	6	12	-0.3	-5	-13	-17	4	nt	-20	1
CCOC(=O)C1CCN(c2c(C(=O)c3ccccc3)cnc3ccc(Cl)cc23)CC1	nt	-8	-0.2	nt	-7	1	6	1	-1	-4
